Screening data (PubChem)
pPAFAH FP inh: pPAFAH (human) enzyme inhibition; AID 463082; 1.5% of 330,000 active; recombinant pPAFAH, FP-rhodamine probe fluorescence polarization; inhibition, % at 3.39 µM;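 active means inhibition above the mean inhibition across the screen plus 3 SD, cut at about 25% in these data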;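 further: inhibitors block binding of the rhodamine activity-based probe so polarization drops; 0% = enzyme with DMSO and 100% = wells lacking pPAFAH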
LYPLA1 inh: LYPLA1 (human) inhibition in PME1 counter-screen. O75608. recombinant LYPLA1, FP-Rh probe fluorescence polarization. inhibition, % at 5.9 µM. 0.16% of 320,000 active;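 active means inhibition above the mean of all tested compounds plus 3 SD, set per campaign, cut at about 14% in these data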;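 further: inhibitors block serine hydrolase probe labeling of LYPLA1 so polarization falls; 0% = enzyme with DMSO and 100% = wells lacking LYPLA1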
PAFAH1B3 inh: blocks human PAF acetylhydrolase 1B catalytic subunit 3. Q15102. recombinant PAFAH1B3, FP-rhodamine probe, fluorescence polarization. inhibition, % at 3.39 µM. 0.28% of 340,000 active;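 active means inhibition above the screen-wide average of all tested compounds plus 3 SD, cut at about 25% in these data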;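 further: 0% = enzyme with DMSO only and 100% = wells lacking PAFAH1B3 protein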
PAFAH1B2 FP inh: PAFAH1B2 (human) inhibition. P68402. recombinant PAFAH1B2, FP-rhodamine activity probe, fluorescence polarization. inhibition, % at 3.39 µM. 1.2% of 340,000 active. AID 492953;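 active means inhibition above the mean of all tested compounds plus 3 SD, cut at about 24% in these data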;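 further: 0% = enzyme with DMSO and 100% = wells lacking PAFAH1B2; many of its hits are not listed in these tables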
Target sequence (P68402 whole entry, looked up): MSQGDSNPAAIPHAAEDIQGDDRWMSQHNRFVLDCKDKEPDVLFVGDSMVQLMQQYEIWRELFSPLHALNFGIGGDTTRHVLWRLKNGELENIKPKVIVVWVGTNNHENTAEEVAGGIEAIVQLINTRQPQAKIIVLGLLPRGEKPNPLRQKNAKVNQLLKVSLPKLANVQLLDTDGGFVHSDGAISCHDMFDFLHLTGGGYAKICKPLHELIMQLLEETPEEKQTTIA
PREPL inh: inhibitors of human prolyl oligopeptidase-like enzyme PREPL. Q4J6C6. recombinant PREPL, fluorescence polarization activity-based probe. inhibition, % at 5.96 µM. 0.68% of 320,000 active; in the data active means inhibition above about 43%;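 further: 0% = enzyme with DMSO and 100% = wells lacking enzyme; many of its hits are not listed in these tables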
Target sequence (Q4J6C6 whole entry, looked up): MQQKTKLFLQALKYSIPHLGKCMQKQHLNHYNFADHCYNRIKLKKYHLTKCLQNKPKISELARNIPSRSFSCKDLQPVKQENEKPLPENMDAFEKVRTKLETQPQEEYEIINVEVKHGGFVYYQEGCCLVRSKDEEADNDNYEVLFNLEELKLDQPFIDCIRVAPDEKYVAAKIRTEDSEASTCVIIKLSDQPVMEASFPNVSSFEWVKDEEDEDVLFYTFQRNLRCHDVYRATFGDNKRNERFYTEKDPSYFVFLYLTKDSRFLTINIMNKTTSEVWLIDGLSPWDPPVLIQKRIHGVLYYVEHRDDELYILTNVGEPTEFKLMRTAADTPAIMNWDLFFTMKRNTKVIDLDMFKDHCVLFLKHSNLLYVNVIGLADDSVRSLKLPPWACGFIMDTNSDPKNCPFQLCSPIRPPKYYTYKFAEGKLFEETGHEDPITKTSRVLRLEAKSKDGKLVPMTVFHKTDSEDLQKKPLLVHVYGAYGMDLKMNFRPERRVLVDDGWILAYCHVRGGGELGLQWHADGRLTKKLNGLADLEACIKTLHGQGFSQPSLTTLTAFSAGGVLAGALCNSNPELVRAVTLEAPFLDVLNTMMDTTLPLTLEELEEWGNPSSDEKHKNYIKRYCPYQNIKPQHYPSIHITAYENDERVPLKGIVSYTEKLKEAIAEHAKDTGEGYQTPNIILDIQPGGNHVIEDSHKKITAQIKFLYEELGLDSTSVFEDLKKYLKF
PAD4 inh: blocks human protein arginine deiminase 4 | inhibition, % at 6.36 µM | Q9UM07 | recombinant PAD4, RCA probe fluorescence polarization | 0.41% of 330,000 active;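 active means percent inhibition above a cutoff equal to the mean of all tested compounds plus 3 SD, cut at about 15% in these data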;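 further: 0% = PAD4 with RCA probe and DMSO and 100% = probe without PAD4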
LYPLA2 inh: blocks human lysophospholipase 2, a PME1 counter-screen | O95372 | 0.38% of 320,000 active | recombinant LYPLA2, FP-Rh probe fluorescence polarization | inhibition, % at 5.9 µM;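 active means inhibition above the screen-wide mean plus 3 SD, limit set per campaign, cut at about 26% in these data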;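 further: 0% = LYPLA2 with DMSO and 100% = wells lacking LYPLA2 enzyme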
GSTO1 inh: counter-screen for RBBP9 inhibitors: inhibitors of human GSTO1; P78417; recombinant GSTO1, activity-based probe fluorescence polarization; inhibition, % at 5.96 µM; 1.1% of 300,000 active; AID 1974;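 active means inhibition above the campaign mean inhibition plus 3 SD, cut at about 35% in these data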;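 further: 0% = GSTO1-1 with DMSO and 100% = wells lacking GSTO1-1 enzyme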
PAFAH2 inh: inhibitors of human PAFAH2; 0.99% of 340,000 active; recombinant PAFAH2, FP-rhodamine activity probe, fluorescence polarization; inhibition, % at 3.39 µM; AID 492956;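 active means inhibition above the mean over all tested compounds plus 3 SD, cut at about 30% in these data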;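 further: inhibitors block probe labeling of enzyme so polarization drops; 0% = enzyme with DMSO and 100% = wells lacking PAFAH2 protein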
Active calls of the source: *. These rows are one share of the data (hit frequency here may not be typical).

O=C(CCOc1ccc(F)cc1)Nc1nccs1 was read as pPAFAH FP inh -5, LYPLA1 inh 1, PAFAH1B3 inh 3, PAFAH1B2 FP inh 1, PREPL inh 9, PAD4 inh -5, LYPLA2 inh 1, GSTO1 inh 3 and PAFAH2 inh 1.
COc1ccc(N2CCN(C(=O)CN(c3cccc(Br)c3)S(C)(=O)=O)CC2)cc1 was read as pPAFAH FP inh 2, LYPLA1 inh 0, PAFAH1B3 inh 6, PAFAH1B2 FP inh -3, PREPL inh 12, PAD4 inh -3, LYPLA2 inh -2, GSTO1 inh 7 and PAFAH2 inh 3.
CC1(C)Cc2cccc(OCC(=O)OCC(=O)Nc3ccccc3)c2O1 was read as pPAFAH FP inh 6, LYPLA1 inh 2, PAFAH1B3 inh 6, PAFAH1B2 FP inh 6, PREPL inh 9, PAD4 inh -2, LYPLA2 inh 3, GSTO1 inh -1 and PAFAH2 inh 2.
CCOC(=O)Cc1csc(N(C)C)n1 was read as pPAFAH FP inh -6, LYPLA1 inh -3, PAFAH1B3 inh 7, PAFAH1B2 FP inh 5, PREPL inh 9, PAD4 inh -1, LYPLA2 inh -5, GSTO1 inh 9 and PAFAH2 inh 1.
For CCn1c(Nc2ccccc2Cl)nc2ccccc21 the results were pPAFAH FP inh 5, LYPLA1 inh -7, PREPL inh 18, PAD4 inh -3, LYPLA2 inh -7 and GSTO1 inh -3.
CN(C)CCC(=O)NCC1OCCc2ccccc21 (centres undefined) was read as pPAFAH FP inh 3, LYPLA1 inh 1, PAFAH1B3 inh 1, PAFAH1B2 FP inh -3, PREPL inh -45, PAD4 inh -1, LYPLA2 inh 0, GSTO1 inh 3 and PAFAH2 inh 0.
CCCCN1C(N)=NC[C@H]1Cc1ccc(O)cc1 was read as pPAFAH FP inh 7, LYPLA1 inh 1, PAFAH1B3 inh 1, PAFAH1B2 FP inh -2, PREPL inh 9, PAD4 inh -2, LYPLA2 inh 3, GSTO1 inh 6 and PAFAH2 inh 0.
`COCCCNC(=O)CC(NS(=O)(=O)c1ccc(F)cc1)c1ccc(OC)cc1` (centres undefined) gave pPAFAH FP inh 3, LYPLA1 inh 3, PAFAH1B3 inh -4, PAFAH1B2 FP inh 4, PREPL inh 10, PAD4 inh 3, LYPLA2 inh 6, GSTO1 inh -1 and PAFAH2 inh 1.
`Cc1cccc(-n2ccnc2SCC(=O)Nc2nnc(C)s2)c1` gave pPAFAH FP inh 3, LYPLA1 inh 0, PAFAH1B3 inh -10, PAFAH1B2 FP inh 2, PREPL inh 5, PAD4 inh 1, LYPLA2 inh 3, GSTO1 inh -1 and PAFAH2 inh -2.
Screening O=C(Nc1ccc2c(c1)OCO2)c1cccc(F)c1 returned pPAFAH FP inh 1, LYPLA1 inh 3, PAFAH1B3 inh 7, PAFAH1B2 FP inh 0, PREPL inh 6, PAD4 inh -1, LYPLA2 inh 3, GSTO1 inh 2 and PAFAH2 inh 7.
O=C(Oc1cccc(NC2=NS(=O)(=O)c3ccccc32)c1)c1ccncc1 was read as pPAFAH FP inh 4, LYPLA1 inh -5, PAFAH1B3 inh 3, PAFAH1B2 FP inh 7, PREPL inh 9, PAD4 inh -1, LYPLA2 inh -5, GSTO1 inh 1 and PAFAH2 inh 0.
Cc1cc(O)c(C(=O)c2ccccc2C(=O)O)cc1C was read as pPAFAH FP inh 2, LYPLA1 inh 1, PAFAH1B3 inh 0, PAFAH1B2 FP inh 7, PREPL inh -3, PAD4 inh 3, LYPLA2 inh -2, GSTO1 inh -4 and PAFAH2 inh -2.
For CSc1ccccc1NC(=O)c1cc(S(=O)(=O)N(C)C)ccc1N1CCCC1 the results were pPAFAH FP inh -1, LYPLA1 inh -2, PAFAH1B3 inh 2, PAFAH1B2 FP inh 4, PREPL inh 6, PAD4 inh -1, LYPLA2 inh 1, GSTO1 inh -1 and PAFAH2 inh 2.
COc1ccc(/C=N/N2CCN(C)CC2)cc1OC was read as pPAFAH FP inh 3, LYPLA1 inh 1, PAFAH1B3 inh -3, PAFAH1B2 FP inh -2, PREPL inh -1, PAD4 inh -3, LYPLA2 inh 3, GSTO1 inh 1 and PAFAH2 inh -7.
For CCSc1ncc(Cl)c(C(=O)Nc2cc(C)ccc2C)n1 the results were pPAFAH FP inh 4, LYPLA1 inh -1, PAFAH1B3 inh -2, PAFAH1B2 FP inh 0, PREPL inh -1, PAD4 inh -8, LYPLA2 inh 7, GSTO1 inh -5 and PAFAH2 inh 4.
For COc1cc(S(=O)(=O)N(C)Cc2ccc3c(c2)OCCO3)ccc1NC(C)=O the results were pPAFAH FP inh 6, LYPLA1 inh 6, PAFAH1B3 inh 6, PAFAH1B2 FP inh 6, PREPL inh -7, PAD4 inh -1, LYPLA2 inh 0 and PAFAH2 inh -5.
`Cc1ccsc1/C=N/N1CCN(Cc2ccccc2)CC1` gave pPAFAH FP inh 1, LYPLA1 inh 2, PAFAH1B3 inh -1, PAFAH1B2 FP inh 4, PREPL inh 0, PAD4 inh -7, LYPLA2 inh 4, GSTO1 inh -3 and PAFAH2 inh 1.
Screening Nc1ncnc2c1ncn2[C@@H]1O[C@H](CNC(=O)[C@@H](N)Cc2ccccc2)[C@@H](O)[C@H]1O returned pPAFAH FP inh 5, PAFAH1B3 inh 7, PAFAH1B2 FP inh 5, PAD4 inh -4 and PAFAH2 inh -5.
`CCOC(=O)c1ccc(N2CCN(C(=O)c3ccccc3)CC2)c(NC(=O)c2ccco2)c1` gave pPAFAH FP inh -1, LYPLA1 inh 3, PAFAH1B3 inh 3, PAFAH1B2 FP inh 2, PREPL inh -5, PAD4 inh 1, LYPLA2 inh -2, GSTO1 inh 1 and PAFAH2 inh 1.
Screening O=C(NNC(=S)Nc1ccc(F)cc1)C1[C@H]2CCCC[C@@H]12 (some centres undefined) returned pPAFAH FP inh -4, LYPLA1 inh 2, PREPL inh 12, PAD4 inh 2, LYPLA2 inh 1 and GSTO1 inh -4.

Among those listed so far, these contain four or more nitrogen atoms.
`Cc1cccc(-n2ccnc2SCC(=O)Nc2nnc(C)s2)c1` gave pPAFAH FP inh 3, LYPLA1 inh 0, PAFAH1B3 inh -10, PAFAH1B2 FP inh 2, PREPL inh 5, PAD4 inh 1, LYPLA2 inh 3, GSTO1 inh -1 and PAFAH2 inh -2.
Screening Nc1ncnc2c1ncn2[C@@H]1O[C@H](CNC(=O)[C@@H](N)Cc2ccccc2)[C@@H](O)[C@H]1O returned pPAFAH FP inh 5, PAFAH1B3 inh 7, PAFAH1B2 FP inh 5, PAD4 inh -4 and PAFAH2 inh -5.

Following part.
O=C(O)CCCC(=O)NNc1ncnc2ccccc12 was read as pPAFAH FP inh -2, LYPLA1 inh 0, PAFAH1B3 inh 2, PAFAH1B2 FP inh 1, PREPL inh 18, PAD4 inh 0, LYPLA2 inh 4, GSTO1 inh 1 and PAFAH2 inh -3.
O=C(CCS(=O)(=O)c1ccccc1Cl)NCCC1=CCCCC1 was read as pPAFAH FP inh 3, LYPLA1 inh 2, PAFAH1B3 inh 2, PAFAH1B2 FP inh 5, PREPL inh 1, PAD4 inh 0, LYPLA2 inh 3, GSTO1 inh 5 and PAFAH2 inh -4.
`CCCC(=O)N1CCN(c2ccc([N+](=O)[O-])cc2Cl)CC1` gave pPAFAH FP inh 4, LYPLA1 inh -3, PAFAH1B3 inh 5, PAFAH1B2 FP inh 2, PREPL inh 13, PAD4 inh -1, LYPLA2 inh -3, GSTO1 inh 4 and PAFAH2 inh -5.
For COC(=O)C1CCN(C(=O)COC(=O)CC(NC(N)=O)c2ccc(Cl)cc2)CC1 (centres undefined) the results were pPAFAH FP inh 8, LYPLA1 inh -1, PAFAH1B3 inh 6, PAFAH1B2 FP inh 1, PREPL inh -3, PAD4 inh -1, LYPLA2 inh 1, GSTO1 inh -5 and PAFAH2 inh 0.
For O=C(NCC(c1cccnc1)N1CCOCC1)NC1CCCCC1 (centres undefined) the results were pPAFAH FP inh -1, LYPLA1 inh 1, PAFAH1B3 inh -2, PAFAH1B2 FP inh -1, PREPL inh -1, PAD4 inh -3, LYPLA2 inh 2, GSTO1 inh 7 and PAFAH2 inh -2.
COc1ccc(CN2CCCC(C(=O)N3CCCCC3)C2)cc1 (centres undefined) was read as pPAFAH FP inh 7, LYPLA1 inh 1, PAFAH1B3 inh 6, PAFAH1B2 FP inh 4, PREPL inh 12, PAD4 inh -1, LYPLA2 inh 2, GSTO1 inh -1 and PAFAH2 inh -2.
CSc1ncccc1C(=O)OCC(=O)N(CC(C)C)C1CCS(=O)(=O)C1 (centres undefined) was read as pPAFAH FP inh 1, LYPLA1 inh -4, PAFAH1B3 inh 1, PAFAH1B2 FP inh 6, PREPL inh -5, PAD4 inh -1, LYPLA2 inh 2, GSTO1 inh 0 and PAFAH2 inh -8.
For CCOC(=O)N1CCC(n2c(SCC(=O)N3CCC(C)CC3)nc3ccccc3c2=O)CC1 the results were pPAFAH FP inh -1, LYPLA1 inh 1, PAFAH1B3 inh 6, PAFAH1B2 FP inh 5, PREPL inh -14, PAD4 inh 1, LYPLA2 inh -5, GSTO1 inh -5 and PAFAH2 inh 2.
`COc1ccc(S(=O)(=O)CC2(O)CCN(C(=O)CC(C)C)CC2)cc1` gave pPAFAH FP inh 0, LYPLA1 inh -4, PAFAH1B3 inh 3, PAFAH1B2 FP inh 11, PREPL inh -1, PAD4 inh 0, LYPLA2 inh 0, GSTO1 inh 2 and PAFAH2 inh -3.
For O=C(CCn1c(=O)oc2ccccc21)NCc1ccco1 the results were pPAFAH FP inh 4, LYPLA1 inh -1, PAFAH1B3 inh 16, PAFAH1B2 FP inh 1, PREPL inh -11, PAD4 inh 3, LYPLA2 inh 1, GSTO1 inh 3 and PAFAH2 inh 7.
COCCN1CCN(C(=O)C2CCC(=O)N(Cc3ccccc3OC)C2)CC1 (centres undefined) was read as pPAFAH FP inh 7, LYPLA1 inh 0, PAFAH1B3 inh -6, PAFAH1B2 FP inh -1, PREPL inh 6, PAD4 inh 4, LYPLA2 inh 8, GSTO1 inh 2 and PAFAH2 inh -7.
CC(=O)c1ccc(NC(=O)C[n+]2cccc(C)c2)cc1 was read as pPAFAH FP inh 0, LYPLA1 inh 1, PAFAH1B3 inh 4, PAFAH1B2 FP inh -2, PREPL inh 0, PAD4 inh 4, LYPLA2 inh 2, GSTO1 inh 3 and PAFAH2 inh 7.
CCOC(=O)C1=C(C)NC2=C(C(=O)c3ccccc32)C1c1cccnc1 (centres undefined) was read as pPAFAH FP inh 6, LYPLA1 inh 3, PAFAH1B3 inh 2, PAFAH1B2 FP inh -1, PREPL inh 4, PAD4 inh -1, LYPLA2 inh 18, GSTO1 inh 1 and PAFAH2 inh -1.
Screening CSc1ccc(C(=O)C2CCCN(C(=O)c3ccc4c(c3)no[n+]4[O-])C2)cc1 (centres undefined) returned pPAFAH FP inh 2, LYPLA1 inh 3, PAFAH1B3 inh 6, PAFAH1B2 FP inh 5, PREPL inh 20, PAD4 inh -2, LYPLA2 inh 1, GSTO1 inh 5 and PAFAH2 inh 1.
`CCOC(=O)C1CCN(C(=O)c2n[nH]c(=O)c3ccccc23)CC1` gave pPAFAH FP inh 3, LYPLA1 inh 0, PAFAH1B3 inh 6, PAFAH1B2 FP inh -1, PREPL inh -1, PAD4 inh -1, LYPLA2 inh 2, GSTO1 inh 0 and PAFAH2 inh -3.
Screening CC(C)C(O)(C#CCN1CCCC1)c1ccccc1 (centres undefined) returned pPAFAH FP inh 6, LYPLA1 inh -2, PAFAH1B3 inh -4, PAFAH1B2 FP inh 4, PREPL inh -7, PAD4 inh 0, LYPLA2 inh 0, GSTO1 inh 10 and PAFAH2 inh 4.
